Compound activity deposited in PubChem BioAssay by National Center for Advancing Translational Sciences (NCATS).
Tau fibril FP = blocks human tau fibril formation measured by polarization. K18 P301L tau heparin fibrillization, Alexa594 FP, 6 h. Potency, µM (series often up to 57.7 µM), for the others: at the top dose activity, negative = inhibition, usual class: inhibitors. hit rate 0.39% among 280,000. AID 1468; note: nearly all actives have a fitted effect of over 55% in size
Target sequence (P10636 561-689 P618L limits assumed): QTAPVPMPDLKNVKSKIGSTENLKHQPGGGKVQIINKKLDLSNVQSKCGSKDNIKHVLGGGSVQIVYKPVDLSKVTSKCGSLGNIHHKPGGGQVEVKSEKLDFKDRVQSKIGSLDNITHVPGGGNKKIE
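Compound effects on tau fibrillization are measured by Alexa 594 fluorescence polarization (ex 555, em 632 nm). K18 P301L tau is used at 15 uM with 0.24 uM labeled tracer, and 20 uM heparin induces aggregation over 6 hr at 37 C.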
TexasRed fluor = alters Texas Red total fluorescence, flagging assay interference; hit rate 0.29% among 280,000; AID 1479; TRb/SRC2 Texas Red total fluorescence interference; Potency, µM (highest dose often 106 µM), inactives show top-dose fluorescence change, negative = quenching; active = well fitted curve in either direction with a large enough effect; inconclusive = small, poorly fitted or top-dose-only effect
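Human TRβ ligand-binding domain (0.6 uM) and Texas Red SRC2 peptide (20 nM) in Tris buffer with 1 uM T3 and 5% DMSO were incubated with pinned compound for 5 hr at ambient temperature. Total fluorescence was computed as S + 2P (555/632 nm).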
TRb-SRC2 inh = disrupts binding of human TR beta to SRC2 | Potency, µM (titrated, usually from 106 µM), without a hit: at the highest dose activity change, negative = inhibition, usual class: inhibitors | hit rate 0.065% among 280,000 | TRbeta-SRC2 peptide binding, fluorescence polarization; receptor liganded with 1 µM T3 | AID 1469;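 note: plate controls were bound peptide for no effect and peptide without receptor for full effect; nearly all actives have a fitted effect of over 50% in size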
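Fluorescence polarization of 20 nM Texas Red SRC2 peptide with 0.6 uM human TRb ligand-binding domain, in Tris buffer with 1uM T3 and 5% DMSO. Incubated 5 hr ambient; normalized to unbound and bound controls.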
Tau fibril ThT = inhibitors of human tau fibril formation, thioflavin T binding | P10636 | recombinant tau K18 P301L (four-repeat tau fragment), heparin-induced fibrillization, ThT fluorescence | Potency, µM (highest dose often 57.4 µM), inactives show top-dose activity, negative = inhibition, actives largely listed as inhibitors | hit rate 2.1% among 270,000 | AID 1460; note: nearly all actives have a fitted effect of over 55% in size
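Aggregation was driven by heparin (20 uM final) acting on recombinant tau […] bearing P301L in 100 mM sodium acetate pH 7; fibrils were detected with Thioflavin T.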
RECQ1 inh = blocks DNA unwinding by human RECQ1; P46063; RECQ1 DNA unwinding, red fluorescence kinetic read; Potency, µM (doses to about 57.3 µM), without a hit: at the top dose activity, negative = inhibition, usual class: inhibitors; hit rate 0.54% among 240,000;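 note: plate controls were vehicle for no effect and no enzyme for full effect; nearly all actives have a fitted effect of over 30% in size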
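RECQ1T1 50 nM; forked duplex (20 bp + 30-nt ss tails) 200 nM, ATP 2 mM final; pH 8.0, 2 mM MgCl2, 2.5 ug/ml poly(dI-dC); 15 min compound preincubation; discontinuous kinetic read over 2 h at RT.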
L3MBTL1 block = blocks human L3MBTL1 | Potency, µM (series often up to 57.1 µM), for the others: top-dose activity, negative = inhibition, usual class: inhibitors | AlphaScreen L3MBTL1–H3K9me1 peptide binding | hit rate 0.66% among 230,000 | Q9Y468 | AID 485360; note: nearly all actives have a fitted effect of over 60% in size
Target sequence (Q9Y468 whole entry, looked up): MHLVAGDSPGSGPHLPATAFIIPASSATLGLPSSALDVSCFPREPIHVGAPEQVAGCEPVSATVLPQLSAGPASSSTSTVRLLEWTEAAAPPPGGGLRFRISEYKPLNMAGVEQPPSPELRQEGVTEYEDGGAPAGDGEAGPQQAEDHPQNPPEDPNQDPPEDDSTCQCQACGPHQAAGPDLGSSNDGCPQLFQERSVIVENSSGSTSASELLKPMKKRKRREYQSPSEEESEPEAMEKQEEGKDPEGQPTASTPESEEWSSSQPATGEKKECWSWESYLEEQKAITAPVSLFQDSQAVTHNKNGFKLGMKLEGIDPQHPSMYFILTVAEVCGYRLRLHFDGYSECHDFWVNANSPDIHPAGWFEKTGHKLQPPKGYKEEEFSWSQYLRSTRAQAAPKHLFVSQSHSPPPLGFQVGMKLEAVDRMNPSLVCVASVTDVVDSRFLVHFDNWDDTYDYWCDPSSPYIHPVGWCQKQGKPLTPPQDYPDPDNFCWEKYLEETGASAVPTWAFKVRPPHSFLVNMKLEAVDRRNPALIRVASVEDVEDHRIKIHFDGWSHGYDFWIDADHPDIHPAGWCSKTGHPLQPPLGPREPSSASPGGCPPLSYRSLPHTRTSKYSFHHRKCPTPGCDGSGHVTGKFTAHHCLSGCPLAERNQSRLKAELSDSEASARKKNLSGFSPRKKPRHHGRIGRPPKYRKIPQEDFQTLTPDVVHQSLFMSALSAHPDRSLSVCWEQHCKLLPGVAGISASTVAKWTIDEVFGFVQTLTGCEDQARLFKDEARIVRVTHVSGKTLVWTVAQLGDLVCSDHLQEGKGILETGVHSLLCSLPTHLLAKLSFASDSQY
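AlphaScreen proximity signal between nickel-chelate acceptor and streptavidin donor beads (final 10 ug/mL) reports binding of 50 nM L3MBTL1 to 75 nM biotin-H3 K9me1 peptide; complex incubated with compounds 30 min at room temperature; cefsulodin titration as control.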
KDM4E inh = inhibitors of human JMJD2E histone demethylase. B2RXH2. JMJD2E catalytic domain, FDH-coupled NADH fluorescence (FDH is formaldehyde dehydrogenase). Potency, µM (series often up to 57.1 µM), for the others: at the highest dose activity change, negative = inhibition, most hits filed as inhibitors. hit rate 1.6% among 230,000. AID 2147; active = well fitted inhibition curve with a large enough effect, not every such curve was filed as active; inconclusive = small, poorly fitted or top-dose-only effect, or another doubt; inactive = no such curve, though single readings can be large or run the other way;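 note: 0% = wells with enzyme and -100% = buffer wells without enzyme; nearly all actives have a fitted effect of over 50% in size; many of its hits are not listed in these tables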
GoLoco inh red = RGS12 GoLoco-Gai1 interaction inhibition; P63096; Gai1:RGS12 GoLoco peptide FP, rhodamine, 10 min; Potency, µM (series often up to 61.6 µM), without a hit: at the highest dose activity, negative = inhibition, usual class: inhibitors; hit rate 0.44% among 230,000; AID 880; active = well fitted inhibition curve with a large enough effect, not every such curve was filed as active; inactive = no such curve, though single readings can be large or run the other way; note: nearly all actives have a fitted effect of over 30% in size; many of its hits are not listed in these tables
Active calls of the source: *; i = inactive; ? = inconclusive; . = not tested or not shown; [ ] = dose if it differs, or a comment. Unless noted, calls come from the whole dose curve; as a rule, active = well fitted curve in the direction sought with a large enough effect; inconclusive = small, poorly fitted or top-dose-only effect, or another doubt; inactive = no such curve, though single readings can be large; an effect the other way counts as inactive or inconclusive. Unless noted, % is set by controls: 0 for no effect and ±100 for the full control effect; potency is the fitted concentration of half-maximal effect. The list is partial; count on the stated rates, not on these rows.

Field names – A = Tau fibril FP; B = TexasRed fluor; C = TRb-SRC2 inh; D = Tau fibril ThT; E = RECQ1 inh; F = L3MBTL1 block; G = KDM4E inh; H = GoLoco inh red
COc1ccc(NC(=O)c2cc(S(=O)(=O)N3CCOCC3)cn2C)cc1Cl
  A: -9% | B: 10µM*[quencher] | C: -14% | D: -4% | E: . | F: 5% | G: . | H: .
CNc1nnc(CSc2nc3ccccc3s2)s1
  A: -2% | B: -2% | C: 4% | D: -16% | E: -13% | F: 13% | G: 2% | H: 10%
Cc1ccc(OCC(O)Cn2c(N)nc3c2c(=O)n(C)c(=O)n3C)cc1 (centres undefined)
  A: 12% | B: -1% | C: -6% | D: -1% | E: i | F: 15% | G: -13% | H: 16%
COc1ccc(-n2c(=O)c3c4c(sc3n3c(SCCC(C)C)nnc23)COC(C(C)C)C4)cc1 (centres undefined)
  A: -6% | B: -3% | C: 9% | D: 11% | E: . | F: . | G: . | H: .
O=C(O)CC1(CC(=O)NCc2ccccn2)CCCCC1
  A: -5% | B: -3% | C: 1% | D: -7% | E: 8% | F: 7% | G: 6% | H: 11%
COc1ccc(O)c(C2NC(CC(C)C)(C(=O)O)C3C(=O)N(Cc4ccccc4)C(=O)C23)c1 (centres undefined)
  A: 2% | B: -3% | C: 3% | D: -8% | E: -9% | F: 3% | G: -8% | H: 2%
CCCCOC(=O)N1CCOCCOCCOCCOCC1
  A: -1% | B: 1% | C: -9% | D: -1% | E: -2% | F: 4% | G: 6% | H: 5%
O=C(Nc1cccc(C(F)(F)F)c1)c1cccnc1
  A: -3% | B: 0% | C: 3% | D: 0% | E: -12% | F: . | G: -3% | H: -4%
CCN(CC)C(=O)c1cc2sc3ccccc3c2s1
  A: 1% | B: -3% | C: 5% | D: ? | E: -3% | F: 8% | G: -10% | H: -5%
O=C(Nc1ccccc1C(F)(F)F)NC1CCCCCCC1
  A: -3% | B: 0% | C: 6% | D: -4% | E: -1% | F: . | G: 0% | H: 5%
CSc1oc(-c2ccc(F)cc2)nc1S(=O)(=O)c1ccc(Br)cc1
  A: ? | B: -2% | C: 1% | D: -12% | E: . | F: . | G: . | H: .
O=C(N/N=C/c1ccc(N2CCCC2)c([N+](=O)[O-])c1)c1cccnc1
  A: 5% | B: 2% | C: -2% | D: 14µM* | E: 7% | F: -4%[11.4 µM] | G: 0% | H: -7%
CCN(CC)S(=O)(=O)c1ccc(C(=O)Nc2nnc(-c3ccco3)o2)cc1
  A: -3% | B: 0% | C: -5% | D: -10% | E: i | F: . | G: ? | H: -4%
O=C(Cn1nnc(-c2cccs2)n1)NCc1ccccc1
  A: 6% | B: -2% | C: 1% | D: -3% | E: i | F: 4%[11.4 µM] | G: 5% | H: 9%
O=C(c1nc(-c2ccc(Cl)cc2)n2c1CCCCC2)N1CCN(c2ccccc2F)CC1
  A: 2% | B: -7% | C: 5% | D: -11% | E: . | F: . | G: . | H: .

(cont.)
Field names – A = Tau fibril FP; B = TexasRed fluor; C = TRb-SRC2 inh; D = Tau fibril ThT; E = RECQ1 inh; F = L3MBTL1 block; G = KDM4E inh; H = GoLoco inh red
O=C(CCc1ccccc1)Nc1cccc(-c2nnc(-c3ccco3)o2)c1
  A: -15% | B: -6% | C: 4% | D: -11% | E: -6% | F: -6% | G: ? | H: -1%
COCCn1c(C)cc(C(=O)COC(=O)CCc2ccc(S(=O)(=O)N3CCOCC3)cc2)c1C
  A: -17% | B: 0% | C: -15% | D: -12% | E: -14% | F: -12% | G: 2% | H: 10%
COc1ccc(-n2nc(C(=O)Nc3nc4ccc(OC)cc4s3)c3ccccc3c2=O)c(OC)c1
  A: -4% | B: -1% | C: -7% | D: -3% | E: -4% | F: 0% | G: 8% | H: 5%
CC1(CCc2ccc3c(c2)OCO3)NC(=O)c2ccccc2N1 (centres undefined)
  A: 6% | B: -4% | C: 0% | D: 0% | E: -1% | F: -11% | G: ? | H: 8%
CC(NC(=O)c1ccc2c(c1)OCCO2)c1ccc(S(N)(=O)=O)cc1 (centres undefined)
  A: 0% | B: -1% | C: -7% | D: 0% | E: 0% | F: 5% | G: 1% | H: -7%
CCOC(=O)C1CCN(C(=O)c2cc3ccc4ccc(C)[nH]c4c3n2)CC1
  A: -2% | B: 0% | C: -6% | D: ? | E: . | F: . | G: . | H: .
Cc1cccc(Cc2cnc(NC(=O)c3ccc(C)o3)s2)c1
  A: -9% | B: -2% | C: 12% | D: -17% | E: -12% | F: . | G: ? | H: 27%
CC(=O)COC(=O)c1cccc(N2C(=O)C3C4C=CC(C4)C3C2=O)c1 (centres undefined)
  A: 2% | B: -1% | C: 1% | D: -6% | E: 9% | F: 3% | G: 6% | H: -11%
COC(=O)c1scc(C)c1NC(=O)Cc1ccccc1
  A: -1% | B: -7% | C: -4% | D: -2% | E: -5% | F: -5% | G: 1% | H: 8%
O=C1c2ccccc2C(=O)N1CCc1c[nH]c2ccc(O)cc12
  A: -4% | B: -3% | C: -2% | D: -16% | E: -7% | F: -22% | G: 6% | H: 7%
CCOC(=O)C1CCCN(CC(O)COCc2ccc3c(c2)OCO3)C1 (centres undefined)
  A: 8% | B: -3% | C: -5% | D: 4% | E: i | F: 7% | G: ? | H: 0%
COc1ccc(C2Nc3ccccc3C(=O)N2Cc2ccco2)cc1COc1ccc(F)cc1 (centres undefined)
  A: 0% | B: 1% | C: 8% | D: -7% | E: 2% | F: -13% | G: 14% | H: 65%[activator]
Clc1ccc2ncc(-c3nnnn3-c3ccccc3)c(-c3ccccc3)c2c1
  A: 2% | B: 0% | C: -6% | D: -13% | E: i | F: 2% | G: -6% | H: -3%
N#CCSc1ncnc2ccccc12
  A: -3% | B: -1% | C: 2% | D: ? | E: 11% | F: -1% | G: 0% | H: -1%
CCOCc1nnc(NC(=O)c2ccc(NC(C)=O)cc2)s1
  A: 3% | B: -2% | C: 0% | D: 0% | E: i | F: 14% | G: ? | H: -6%

Ordered by heavy-atom count (rising): three of the compounds above
Field names – A = Tau fibril FP; B = TexasRed fluor; C = TRb-SRC2 inh; D = Tau fibril ThT; E = RECQ1 inh; F = L3MBTL1 block; G = KDM4E inh; H = GoLoco inh red
O=C1c2ccccc2C(=O)N1CCc1c[nH]c2ccc(O)cc12
  A: -4% | B: -3% | C: -2% | D: -16% | E: -7% | F: -22% | G: 6% | H: 7%
Cc1ccc(OCC(O)Cn2c(N)nc3c2c(=O)n(C)c(=O)n3C)cc1 (centres undefined)
  A: 12% | B: -1% | C: -6% | D: -1% | E: i | F: 15% | G: -13% | H: 16%
COc1ccc(C2Nc3ccccc3C(=O)N2Cc2ccco2)cc1COc1ccc(F)cc1 (centres undefined)
  A: 0% | B: 1% | C: 8% | D: -7% | E: 2% | F: -13% | G: 14% | H: 65%[activator]

Remaining list, next part.
Field names – A = Tau fibril FP; B = TexasRed fluor; C = TRb-SRC2 inh; D = Tau fibril ThT; E = RECQ1 inh; F = L3MBTL1 block; G = KDM4E inh; H = GoLoco inh red
COc1cccc(CSc2nnc(C(F)(F)F)n2Cc2ccc(F)cc2)c1
  A: 0% | B: -3% | C: -2% | D: -10% | E: 2% | F: 21% | G: 3% | H: -14%
COc1ccc(OCC(=O)Nc2ccncc2)cc1
  A: 3% | B: -3% | C: 4% | D: -10% | E: -11% | F: . | G: 4% | H: 2%
COc1ccc(-c2noc(CSc3nc4sc(C)c(C)c4c(=O)n3-c3ccccc3)n2)cc1OC
  A: 0% | B: 0% | C: 4% | D: -2% | E: -13% | F: -7% | G: 3% | H: 9%
CC(C)C(CC(=O)NCc1ccco1)c1ccco1 (centres undefined)
  A: -1% | B: 2% | C: -13% | D: -18% | E: ? | F: -15% | G: 0% | H: 3%
COc1ccccc1NC(=O)CSc1nnc(C2CCCCC2)o1
  A: -7% | B: 0% | C: -4% | D: -3% | E: 12% | F: -9% | G: -2% | H: 2%
CCOc1ccc(CC(=O)NCC2(N3CCCCC3)CCCCC2)cc1
  A: -5% | B: 0% | C: -1% | D: -7% | E: i | F: . | G: -7% | H: 4%
CN(CCOC(=O)c1ccccc1)Cc1ccccc1
  A: -3% | B: 0%[53 µM] | C: 5%[53 µM] | D: 5% | E: -15% | F: 10% | G: 3% | H: 3%
CCN(Cc1ccccc1)c1ccc(/C=N/NC(=O)c2cccc(S(=O)(=O)N3CCOCC3)c2)cc1
  A: 17% | B: -1% | C: -4% | D: -9% | E: i | F: 0% | G: ? | H: 8%
Cc1nc2cc3ccccc3cc2c(=O)[nH]1
  A: 8% | B: 0% | C: 1% | D: ? | E: 22% | F: . | G: ? | H: 21%
O=C(CSc1n[nH]c(-c2ccccc2)n1)Nc1ncc(Br)cc1Br
  A: 5% | B: 1% | C: -2% | D: -18% | E: -6% | F: 0% | G: 4% | H: -5%
O=C(NC1=NCCS1)[C@H](Cc1ccccc1)N1C(=O)c2ccccc2C1=O
  A: -4% | B: -1% | C: -12% | D: -9% | E: -14% | F: . | G: 4% | H: 3%
CC(C)OC(=O)NCCOC(=O)Nc1cccc(Cl)c1
  A: ? | B: 1% | C: -8% | D: -8% | E: i | F: 0% | G: -2% | H: 1%
COc1ccccc1Nc1nc2nonc2nc1N1CCCCC1C (centres undefined)
  A: -6% | B: -1% | C: -1% | D: -12% | E: -7% | F: -1% | G: -4% | H: -15%
O=S(=O)([N-]c1nc2ccccc2nc1-[n+]1ccc(CCCc2ccccc2)cc1)c1cccs1
  A: -10% | B: -1% | C: 2% | D: ? | E: -15% | F: -27% | G: -3% | H: 99%[activator]
O=C1CN(C(=O)COC(=O)/C=C/c2ccc(S(=O)(=O)N3CCOCC3)cc2)c2ccccc2N1
  A: 0% | B: 1% | C: 0% | D: -4% | E: i | F: 4% | G: 3% | H: -4%
CCc1ccc(OCC(=O)NN2Cc3ccccc3C2=N)cc1
  A: 2% | B: -2% | C: -2% | D: 0% | E: i | F: 3% | G: -8% | H: 14%
Cc1cc2nc(NC3=NCN(Cc4ccc5c(c4)OCO5)CN3)nc(C)c2cc1C
  A: 0% | B: -3% | C: -1% | D: -6% | E: -7% | F: -2% | G: 3% | H: -2%
O=C(O)CC1=C(O)C(=O)N(c2ccccc2)C1c1ccc(Br)cc1 (centres undefined)
  A: -1% | B: -1% | C: -9% | D: -8% | E: -4% | F: 1% | G: -6% | H: 1%
